Bioassay records as filed in PubChem.
SRC2 inh: inhibits human steroid receptor coactivator 2. Q15596. HEK293 GAL4-SRC2 luciferase reporter, luminescence. inhibition, % at 9 µM. actives 0.17% (n = 370,000). AID 651957;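 active = inhibition above the mean inhibition of all tested compounds plus 3 SD, set per campaign, cut at about 52% in these data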;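 also: 0% = DMSO treated cells and 100% = cells given Gossypol at 36 µM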
SRC1 inh: human NCOA1 inhibition | Q15788 | HEK293 GAL4-SRC1 luciferase reporter, luminescence | inhibition, % at 3.6 µM | actives 0.12% (n = 360,000) | AID 588354;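 active = inhibition above the campaign mean plus 3 SD, with each screening campaign given its own cutoff, cut at about 60% in these data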;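 also: 0% = DMSO treated cells and 100% = gossypol at 36 µM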
C8 TRAIL sens: sensitizes caspase-8 expressing cells to TRAIL; AID 624354; actives 1% (n = 360,000); NB7+C8 cells + TRAIL, ATPlite viability luminescence; inhibition (viability loss, TRAIL sensitization), % at 10 µM;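 active = compounds causing at least 50% loss of cell viability in the single-dose screen, relative to plate controls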
NR2F2 inh: inhibitors of human COUP-TFII (NR2F2) | HEK293T NGFI-A luciferase reporter, luminescence | inhibition, % at 8.6 µM | actives 0.7% (n = 370,000) | AID 686940;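 active = inhibition above a per-plate cutoff, mean inhibition of test wells between control levels plus 3 SD, cut at about 38% in these data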;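 also: cells cotransfected with COUP-TFII expression vector driving the NGFI-A reporter; 0% = median of COUP-TF2 test wells and 100% = reporter-only cells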
Target sequence (P24468 whole entry, looked up): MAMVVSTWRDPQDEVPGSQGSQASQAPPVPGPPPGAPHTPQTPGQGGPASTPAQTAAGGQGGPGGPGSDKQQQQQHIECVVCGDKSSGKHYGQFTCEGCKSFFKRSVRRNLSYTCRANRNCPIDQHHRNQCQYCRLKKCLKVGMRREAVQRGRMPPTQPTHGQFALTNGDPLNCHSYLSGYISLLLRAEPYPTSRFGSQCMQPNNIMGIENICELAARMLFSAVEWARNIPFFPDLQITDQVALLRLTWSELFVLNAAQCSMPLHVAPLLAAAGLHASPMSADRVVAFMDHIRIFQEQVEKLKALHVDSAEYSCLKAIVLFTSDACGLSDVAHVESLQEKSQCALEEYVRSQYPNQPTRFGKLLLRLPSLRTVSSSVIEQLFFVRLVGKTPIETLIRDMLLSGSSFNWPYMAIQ
NCOA3 inh: human NCOA3 inhibition | Q9Y6Q9 | HEK293 GAL4-SRC3 luciferase reporter, luminescence | inhibition, % at 3.6 µM | actives 0.17% (n = 360,000);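 active = inhibition above a per-campaign cutoff, the mean of all compounds plus 3 SD, cut at about 60% in these data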;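 also: 0% = DMSO-treated cells and 100% = gossypol-treated cells at 36 µM; higher means less SRC3-driven luciferase light from the GAL4 reporter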
KKLEB cytotox: reduces viability of KKLEB cystic fibrosis airway cells; activity change (cytotoxicity), % at 5 µM; KKLEB CF airway cells viability, ATPlite luminescence, overnight; active compounds read low; cells stimulated with P. aeruginosa culture filtrate; actives 0.36% (n = 360,000);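 active = corrected activity change at or below -50% at 5 µM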
LRH-1 inv ag: suppresses constitutive activity of human LRH-1. HEK293T StAR-luciferase reporter, LRH-1 transfected, 24 h. inhibition, % at 3.6 µM. actives 0.13% (n = 360,000);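 active = inhibition above the mean inhibition of all tested compounds plus 3 SD, cut at about 73% in these data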;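 also: 0% = DMSO wells and 100% = reporter-only cells lacking LRH-1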
Target sequence (O00482 whole entry, looked up): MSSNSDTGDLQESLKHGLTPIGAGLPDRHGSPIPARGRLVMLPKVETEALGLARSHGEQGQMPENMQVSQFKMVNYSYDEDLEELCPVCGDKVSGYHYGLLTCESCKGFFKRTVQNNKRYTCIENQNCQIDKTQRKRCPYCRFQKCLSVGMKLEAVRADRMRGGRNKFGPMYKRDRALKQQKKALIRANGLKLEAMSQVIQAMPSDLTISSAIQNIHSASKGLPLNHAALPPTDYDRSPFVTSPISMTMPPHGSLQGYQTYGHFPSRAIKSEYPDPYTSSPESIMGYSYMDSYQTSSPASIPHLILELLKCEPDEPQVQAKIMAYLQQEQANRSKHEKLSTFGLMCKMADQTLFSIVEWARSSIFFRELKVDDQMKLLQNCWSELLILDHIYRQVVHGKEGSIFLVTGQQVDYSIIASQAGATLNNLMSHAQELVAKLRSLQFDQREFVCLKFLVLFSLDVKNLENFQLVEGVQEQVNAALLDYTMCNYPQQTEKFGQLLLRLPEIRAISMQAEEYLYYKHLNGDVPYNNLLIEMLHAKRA
TWEAK-Fn14 inh: inhibitors of TWEAK-Fn14 interaction signaling; AID 1159606; TWEAK-stimulated Fn14 reporter cells, luciferase luminescence, 8 h; actives 2% (n = 360,000); inhibition, % at 10 µM; in the data active = inhibition above about 50%
EBV LMP1 NFkB: Epstein-Barr LMP1 NF-kappaB reporter inhibition | AID 504558 | LMP1-induced NF-kappaB luciferase reporter cells, luminescence | actives 0.69% (n = 350,000) | inhibition, % at 12.5 µM; in the data active = inhibition above about 41%;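 also: 0% = neutral control wells and 100% = reference inhibitor control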
CF NFkB inh: blocks PAF-induced NF-kB reporter in cystic fibrosis cells; AID 588850; KKLEB NF-kB-GFP reporter, GFP fluorescence overnight; actives 0.86% (n = 360,000); inhibition, % at 5 µM;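 active = at least 50% inhibition at 5 µM, scaled per plate between neutral and stimulator controls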;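 also: PAF is a Pseudomonas aeruginosa culture filtrate used as stimulus; plate controls were PAF-stimulated DMSO wells for no effect and unstimulated DMSO wells for full effect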
TROY NFkB inh: blocks TROY-dependent signaling in reporter cells. Q293 LMP1-TROYcd NF-kB luciferase reporter, 4 h. inhibition, % at 10 µM. actives 0.98% (n = 360,000). AID 1347056;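 active = compounds whose plate-normalised and pattern-corrected inhibition of the luciferase reporter signal at the single screening dose is 50% or more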
* marks the source's active call; other numbers are inactive results; nt = no result given.

SMILES	SRC2 inh	SRC1 inh	C8 TRAIL sens	NR2F2 inh	NCOA3 inh	KKLEB cytotox	LRH-1 inv ag	TWEAK-Fn14 inh	EBV LMP1 NFkB	CF NFkB inh	TROY NFkB inh
CC(C)(C)C(=O)Nc1c(Br)c(C2CC2)nn1-c1ccccc1	-13	-10	-8	0	10	9	-5	1	nt	-9	-13
CN(Cc1ccccc1)C(=O)c1cccc(NC(=O)Cc2ccc([N+](=O)[O-])cc2)c1	16	-4	15	19	1	-4	-31	3	2	1	23
CCOC(=O)N1CCN(CCC(=O)Nc2ccc(Br)cc2)CC1	19	-7	18	0	-7	-3	4	7	-3	-14	-1
COCCNS(=O)(=O)c1ccc(Cl)c(C(=O)NC2CCN(Cc3ccccc3)CC2)c1	-12	-15	3	8	0	-5	24	1	7	12	7
CCOC(=O)c1[nH]c2ccc(OC)cc2c1NC(=S)N1CCN(c2ccccc2OC)CC1	-7	-8	-17	1	8	5	17	7	-17	0	-4
CC(C)n1c(N2CCCC2)nc2c1c(=O)[nH]c(=O)n2C	-1	-1	20	8	-21	-6	-7	2	2	11	7
O=C(/C=C/c1ccc(Cl)cc1)Nc1ccc(N2CCCCC2)cc1	3	-3	4	-1	18	1	-11	-31	2	12	-3
O=C1NC(c2ccccc2)=C(c2ccc3ccccc3n2)C(c2ccccc2)N1 (stereo not drawn)	-9	-5	13	8	-13	-13	-9	22	-54	8	-11
COCCCNCCC(CCC(C)C)c1ccc2c(c1)OCO2 (stereo not drawn)	-5	-2	10	-6	-6	5	-5	0	nt	-13	-1
CCNC(=O)CC1C(=O)N(c2ccccc2)C(=O)N1Cc1ccc(OC)cc1 (stereo not drawn)	-26	-18	-7	-9	8	-10	-4	-4	-20	25	-4
CCn1c(Oc2cccc(Br)c2)nc2c1c(=O)n(C)c(=O)n2C	36	29	9	4	8	-14	3	33	-2	16	-4
Cn1c(SCc2ccc(F)cc2)nnc1-c1ccncc1	-14	-1	-11	20	-13	2	4	-2	nt	2	31
CC(Cc1nnc(SCC(=O)O)n1N)c1ccccc1 (stereo not drawn)	-25	-54	-19	-22	0	2	9	2	1	0	-1
O=C(NCCC1CCCC1)c1cccs1	-31	-46	-2	-29	-55	0	-43	-36	-14	12	-20
COc1ccc(NC(=O)c2ccco2)c([N+](=O)[O-])c1	-52	-55	3	-34	-64	-11	-121	-17	-33	14	-83
CCOc1ccccc1Nc1ccnc2cc(Cl)ccc12	15	-3	1	6	4	-3	-6	2	3	12	40
Cc1ccc(NS(=O)(=O)c2ccc(C(=O)N3CC(C)OC(C)C3)cc2)cc1 (stereo not drawn)	13	10	-8	-8	12	11	2	6	0	-7	3
COc1cccc(NC(=O)C2(C)CCN2Cc2cccc(OC)c2F)c1 (stereo not drawn)	12	10	2	12	-4	7	7	-43	nt	8	1
Cc1[nH]nc2c1C(c1ccc(F)cc1)C(C#N)=C(N)O2 (stereo not drawn)	-1	-6	-6	10	-4	-16	13	8	2	9	7
O=C(CNc1ccc(Br)cc1)c1ccc(Br)s1	-10	-27	2	2	-40	5	-23	22	-32	-16	-13
O=C(c1cccc(C(F)(F)F)c1)N1CCCCCC1	-2	-21	-13	2	2	-1	-8	1	-4	-4	-9
CSc1ccc(CN2CCN(C3CCCC3)C(CCO)C2)cc1 (stereo not drawn)	-10	13	-8	-21	15	1	2	9	-1	-5	10
COc1ccc(CCNC(=O)c2cnn3ccccc23)c(OC)c1OC	-5	0	1	0	-10	17	-12	9	-12	6	-12
Cc1cc([N+](=O)[O-])nn1CC(=O)Nc1c(C)n(C)n(-c2ccccc2)c1=O	2	4	-26	14	15	-2	-7	-28	-1	-13	9
N#C/C(=C/c1ccc(N2CCCCC2)cc1)c1cccc(F)c1	-46	-109	20	-26	-39	15	-37	22	-37	-37	31
SMILES	SRC2 inh	SRC1 inh	C8 TRAIL sens	NR2F2 inh	NCOA3 inh	KKLEB cytotox	LRH-1 inv ag	TWEAK-Fn14 inh	EBV LMP1 NFkB	CF NFkB inh	TROY NFkB inh
CN(C)CCCN(C(=O)c1ccc(S(=O)(=O)N2CCCCC2)cc1)c1nc2cc3c(cc2s1)OCO3	-36	1	7	5	-26	5	-5	-16	7	-23	-13
COC(=O)c1ccccc1NC(=O)CSc1nnnn1CC(=O)O	10	3	13	-16	7	10	10	11	-4	-10	2
Cc1cc(C)c(NC(=O)CN(c2ccccc2)S(=O)(=O)N(C)C)c(C)c1	4	9	-6	2	-37	10	11	-33	3	-10	-14
O=C(Nc1ccc(F)cc1)c1nsc(Cl)c1Cl	-74	-89	11	-28	-83	-1	-85	8	-44	-3	-76
O=[N+]([O-])c1cc(Cl)ccc1-c1nc(-c2ccccc2)no1	-27	-109	47	-58	-73	-20	-175	4	-36	12	-69
CCOC(=O)C1=C(COC(=O)c2cc([N+](=O)[O-])ccc2Cl)NC(=O)NC1C (stereo not drawn)	6	-9	-17	-6	-17	6	7	-8	-3	4	14
O=C1/C(=C/c2ccncc2)SC(=S)N1N1CCOCC1	19	-7	5	-9	25	8	7	-20	6	-10	-4
COc1cc(NC(=O)c2cccnc2)c(Cl)cc1NC(=O)c1ccccc1	-9	-16	12	-3	-19	-14	-4	-2	6	-4	-9
COc1ccc(C(=O)N(Cc2ccco2)Cc2cc3cc(C)ccc3[nH]c2=O)cc1OC	6	8	-10	9	0	5	-11	-12	0	8	6
Cc1ccc(CNC(=O)C2CCC(=O)N(C3CC3)C2)cc1 (stereo not drawn)	-19	-2	-8	-2	8	7	1	1	3	6	7
O=C(Oc1ccc2c(c1)OCO2)c1cccs1	-28	1	-10	-11	9	10	6	-18	-7	-5	-37
CC(=O)c1c(O)c2cccc3c2n(c1=O)CCC3	-9	-31	-7	3	23	9	16	13	-10	13	11
CCOC(=O)c1ccc(N2C(=O)CC(NNC(=O)c3ccc(Br)s3)C2=O)cc1 (stereo not drawn)	2	-9	10	18	-3	-1	-14	-16	nt	5	-9
COc1ccc(NC(=O)NN(C(=O)c2ccccc2)C(C)(C)C)cc1	-18	-14	-11	4	14	12	-5	13	1	3	8
Cc1ccc(C)c(S(=O)(=O)N2CCN(C(=O)Cn3[nH]c(=O)c4ccccc4c3=O)CC2)c1	-1	-9	14	-4	16	-8	-12	-18	5	14	12
Cc1cc(C)cc(C(=O)Nc2cccnc2Cl)c1	-4	-14	-7	5	-12	0	-19	-7	6	-4	-22
COc1ccc(CNC(=O)c2ccc(-c3ccccc3)cc2)cc1	-44	-41	-6	-15	-29	2	-51	-39	-5	5	-52
C[C@H](NCc1c[nH]c2ccccc12)c1ccccc1	7	12	-15	-5	-26	-4	28	23	81*	-8	8
COc1ccc(C)cc1S(=O)(=O)n1cnc2ccccc21	-9	6	-4	-3	-5	-6	-8	4	-1	4	6
FC(F)(F)c1cccc(Cc2noc(CN3CCCC3)n2)c1	-21	-2	-4	7	7	0	-6	-12	24	6	3
CCN(Cc1ccccc1)C(=O)c1cc(COc2c(F)cccc2F)on1	5	-29	-1	15	-8	-4	-19	-23	-5	0	-18
Cc1ccccc1N(CC(=O)NCCSCc1ccco1)S(C)(=O)=O	4	6	-22	7	1	-6	21	-2	-4	7	-6
O=C(NCc1nc2ccccc2[nH]1)C1=C[C@H](c2ccc(C(F)(F)F)cc2)C[C@H](OCc2ccc(CO)cc2)O1	-12	-16	21	-6	-14	-6	-31	-3	-10	15	-1
COc1ccc(CN2CCC(C(=O)N3CCCC(C)C3)CC2)cc1OC (stereo not drawn)	-12	5	-5	-3	5	6	4	-3	-1	-2	8
COc1ccc(-c2cc3c(=O)n(CC(=O)NCc4ccc(F)cc4)ncn3n2)cc1	-32	-56	25	9	-29	-31	-39	-15	-4	33	-30

Compound profiles, from the list above. Screens in order: SRC2 inh, SRC1 inh, C8 TRAIL sens, NR2F2 inh, NCOA3 inh, KKLEB cytotox, LRH-1 inv ag, TWEAK-Fn14 inh, EBV LMP1 NFkB, CF NFkB inh, TROY NFkB inh
Results for CN(C)CCCN(C(=O)c1ccc(S(=O)(=O)N2CCCCC2)cc1)c1nc2cc3c(cc2s1)OCO3 → -36, 1, 7, 5, -26, 5, -5, -16, 7, -23, -13
Results for CCN(Cc1ccccc1)C(=O)c1cc(COc2c(F)cccc2F)on1 → 5, -29, -1, 15, -8, -4, -19, -23, -5, 0, -18
Results for Cc1ccc(C)c(S(=O)(=O)N2CCN(C(=O)Cn3[nH]c(=O)c4ccccc4c3=O)CC2)c1 → -1, -9, 14, -4, 16, -8, -12, -18, 5, 14, 12

New compounds follow
SMILES	SRC2 inh	SRC1 inh	C8 TRAIL sens	NR2F2 inh	NCOA3 inh	KKLEB cytotox	LRH-1 inv ag	TWEAK-Fn14 inh	EBV LMP1 NFkB	CF NFkB inh	TROY NFkB inh
COc1ccccc1C(=O)N1CCN(c2nc3cc(C)cc(C)c3cc2C#N)CC1	-16	-3	21	8	13	-12	-2	13	3	7	8
COc1cc(OC)cc(-c2n[nH]c(=S)n2-c2cc(OC)ccc2OC)c1	2	8	8	11	1	0	5	-23	4	7	-3
O=C(NCc1cccs1)C1CC(=O)N(c2ccc(Cl)cc2)C1 (stereo not drawn)	-31	-15	-3	-20	6	8	2	5	2	2	2
COc1ccc(NC(=O)NCc2ccc3c(c2)OCO3)cc1	-17	12	-2	-2	12	-10	-9	35	-1	7	5
CN(C(=O)c1cccc(NC(=O)c2ccco2)c1)c1ccccc1	-4	-1	-11	13	-38	-2	12	11	1	-2	2
COC(=O)C1=C(C)N(Cc2ccco2)C(=O)N[C@@H]1c1ccco1	2	-9	6	5	-6	-1	-22	16	1	-14	-16
O=C1CN(c2nc(-c3ccccc3)c3cc(Cl)ccc3n2)c2ccccc2N1	-32	4	21	-8	-1	-8	-14	-48	-31	2	-9
CCOC(=O)c1c(NC(=O)CCC(=O)N(CC)CC)sc2c1CC(C)(C)OC2	-19	-3	-12	1	-12	4	23	-8	-7	-7	10
C=CCOC(=O)C1=C[C@H](c2ccc(C(F)(F)F)cc2)[C@@H](CCCO)[C@H](OCC)O1	-5	-5	-14	-4	8	5	11	-19	6	10	13
COc1ccc(Br)cc1CN(C)C(C)C(=O)Nc1cccc(C(C)=O)c1 (stereo not drawn)	0	-2	-8	14	17	-15	3	-5	8	33	13
COc1ccc(C(O)c2ncc(-c3cccc(C(F)(F)F)c3)[nH]2)cc1F (stereo not drawn)	-8	-8	4	2	-1	-21	8	10	nt	-7	2
O=C(NCC(c1ccco1)N1CCOCC1)c1ccc(C(F)(F)F)cc1 (stereo not drawn)	-2	-2	-14	9	8	1	-10	-6	4	13	4
O=C(NCc1ccc(F)cc1)C(c1ccccc1)N(C(=O)c1csnn1)c1ccccc1 (stereo not drawn)	5	-14	13	-11	8	3	6	22	-1	61*	10
CCN(CC)S(=O)(=O)c1ccc(C(=O)NN(C)C2=NS(=O)(=O)c3ccccc32)cc1	6	12	2	10	-7	-1	0	17	-4	4	-9
CCc1cccc(C)c1NC(=O)N(C)C1CCCCC1	16	2	0	12	12	4	9	9	-3	8	-7
CCOc1ccc(C=NN2CCCCCC2)cc1OCC	-22	-6	-7	17	-26	-1	13	-14	0	12	-6
C=C1c2ccccc2O[C@H](C(=O)OCC)[C@@H]1C1CCCCC1	-20	10	0	-7	7	-1	-14	5	2	-7	-7
CCN(CC)S(=O)(=O)c1ccc(N2CCCC2)c(NC(=O)Cc2ccccc2)c1	12	-10	8	25	20	-3	14	1	0	-10	6
